Screening results: PubChem BioAssay, National Center for Advancing Translational Sciences (NCATS)
USP2a inh = blocks human ubiquitin-specific protease USP2a | 60,000 compounds, 0.1% hits | Potency, µM (doses to about 38.3 µM), inactives show top-dose activity change, negative = inhibition, hits mostly inhibitors | USP2a enzymatic assay, qHTS inhibition | O75604;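 also: potency is read from the fitted curve at half-maximal effect; nearly all actives have a fitted effect of over 60% in size; plate controls were DMSO for no effect and NEM full inhibition control for full effect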
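Coupled readout: USP2-cleaved Ub-PLA2 (20nM final) turns over NBD C6-HPC (20uM final), Ex 460nm/Em 535nm after 2.5 h, time-zero read flagging artifacts. Enzyme (20nM final, pH 8.0 Tris) given 30 min RT with compound first; NEM defines full inhibition.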
ERK AVP block = inhibitors of vasopressin-stimulated ERK signaling pathway; 72,000 compounds, 0.99% hits; HEK293-V1b, vasopressin-stimulated pERK AlphaScreen; AID 995; Potency, µM (doses to about 57.5 µM), for inactives: at the highest dose activity, negative = inhibition, usual class: inhibitors; also: potency is read from the fitted curve at half-maximal effect; % is scaled to controls: 0 for no effect and ±100 for the full control effect; nearly all actives have a fitted effect of over 55% in size
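Overnight-seeded V1b-HEK293 cells in 1% FBS got compound, then vasopressin (25 nM final, 5 min, 37C), then lysis buffer. AlphaScreen detection of phospho-ERK; activity normalized to basal and full-stimulation controls.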
Fluorescein autfl = compound fluoresces in the fluorescein spectral region. Compound autofluorescence, 480/540 nm, fluorescein-equivalent; hits give high values. max fluorescein-equivalent concentration, M. 59,000 compounds, 0.91% hits. AID 593; in the data active = max fluorescein-equivalent concentration above about 10 nM; inconclusive = between about 1.1 nM and that limit
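Each compound is tested across a concentration series in 100 mM Tris buffer at pH 8.0. After 15 min at room temperature, plates are imaged with 480 nm excitation and 540 nm emission filters, and intensities are converted to fluorescein-equivalent values.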
HADH2 inhib = blocks human hydroxyacyl-CoA dehydrogenase type II | recombinant HADH2, NADH fluorescence, beta-hydroxybutyryl-CoA | Potency, µM (titrated, usually from 57.1 µM), without a hit: at the highest dose activity change, negative = inhibition, most hits filed as inhibitors | 73,000 compounds, 3.4% hits; also: potency is read from the fitted curve at half-maximal effect; % is scaled to controls: 0 for no effect and ±100 for the full control effect; nearly all actives have a fitted effect of over 60% in size; many of its hits are not listed in these tables
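Buffer 100 mM Tris-HCl pH 9.0/0.01% Tween-20; HADH2 20 nM; NAD+ 1 mM; beta-hydroxybutyryl-CoA 90 uM (all final). 15 min cpd preincubation, RT.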
Luciferase inh = firefly luciferase inhibition. P08659. purified firefly luciferase, luminescence, 8 min. Potency, µM (titrated, usually from 57.1 µM), for the others: at the highest dose activity change, negative = inhibition, actives largely listed as inhibitors. 72,000 compounds, 2.2% hits; also: potency is read from the fitted curve at half-maximal effect; % is scaled to controls: 0 for no effect and ±100 for the full control effect; nearly all actives have a fitted effect of over 40% in size
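Compounds were tested as concentration series (qHTS) against purified P. pyralis luciferase with luciferin and 10 uM ATP in 50 mM imidazole pH 7.2, 50 mM KCl, 7 mM MgCl2, 0.01% Tween 20, 0.05% BSA. Luminescence was read after 8 min at ambient temperature.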
Rhodamine fluor = compound fluoresces in the rhodamine spectral region; Rhodamine-region fluorescence, 547/598 nm, Tris buffer; hits give high values; max dye-equivalent concentration, M; 59,000 compounds, 0.05% hits; in the data active = max dye-equivalent concentration above about 11 nM; inconclusive = between about 1.1 nM and that limit
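Read-out is relative fluorescence at 547 nm excitation and 598 nm emission, expressed as dye-equivalent concentration using rhodamine standards on every plate. Each compound was profiled across a concentration series after 15 min in 100 mM Tris, pH 8.0.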
Tau fil binding = tau filament binding; Potency, µM (top dose mostly 57.1 µM), for the others: at the highest dose activity change, negative = inhibition; P10636; recombinant tau filaments, thioflavin S fluorescence, 15 h; filaments grown with octadecylsulfate alongside compound; 71,000 compounds, 2% hits; AID 596;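 also: potency is read from the fitted curve at half-maximal effect; % is scaled to controls: 0 for no effect and ±100 for the full control effect; actives lower thioflavin S fluorescence by blocking filaments or displacing dye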
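Assay mix: 1 uM His-tagged tau, 30 uM sodium octadecylsulfate, thioflavine S dye in HEPES/NaCl/DTT buffer. Compound is added prior to the inducer. Fluorescence after 15 h at 37 C.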
Texas Red fluor = compound fluoresces in the Texas Red spectral region | Compound fluorescence, Texas Red channel, 547/618 nm; hits give high values | AID 587 | max dye-equivalent concentration, M | 59,000 compounds, 0.06% hits; in the data active = max dye-equivalent concentration above about 10 nM; inconclusive = between about 1.1 nM and that limit
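Dye-equivalent concentrations come from scaling compound signal (ex 547, em 618 nm) to six Texas Red standard concentrations run on every plate, after 15 min room-temperature incubation in pH 8.0 Tris (100 mM).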
Caspase-7 inhib = caspase-7 (human) inhibition, allosteric or competitive | 75,000 compounds, 0.02% hits | recombinant caspase-7, Ac-DEVD-AFC fluorescence rate | P55210 | Potency, µM (highest dose often 57.5 µM), inactives show top-dose activity change, negative = inhibition, most hits filed as inhibitors; active = well fitted inhibition curve with a large enough effect in the main read-out, with a control signal flat, not every such curve was filed as active; inconclusive = small, poorly fitted or top-dose-only effect, or a change in a side signal; also: potency is read from the fitted curve at half-maximal effect; % of control where 0% means no effect
Casp1 inh = blocks human caspase-1 allosterically or competitively; Potency, µM (top dose mostly 57.5 µM), inactives show top-dose activity change, negative = inhibition, most hits filed as inhibitors; 75,000 compounds, 0.03% hits; AID 900; Caspase-1 enzyme, Ac-WEHD-AFC fluorogenic rate;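 also: potency is read from the fitted curve at half-maximal effect; plate controls were vehicle for no effect and no substrate for full effect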
HEK293 cAMP ctrl = raises cAMP in parental HEK293 cells, TSHR agonist counter-screen; AID 938; Potency, µM (titrated, usually from 57.1 µM), without a hit: at the top dose activation, hits mostly activators; 73,000 compounds, 2.5% hits; parental HEK293 CNG cAMP sensor, membrane potential fluorescence; also: potency is read from the fitted curve at half-maximal effect; % of control where 0% means no effect; nearly all actives have a fitted effect of over 55% in size
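Parental HEK 293 cells stably expressing a modified CNG channel (no TSHR) report cAMP rise as membrane depolarization. Membrane potential dye with 100 uM RO 20-1724 was loaded for 60 min at room temperature, then compound added for 30 min; fluorescence read at 590 nm.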
* marks the source's active call; other numbers are inactive results; i = inactive; ? = inconclusive; nt = no result given; [ ] = dose if it differs, or a comment. Unless noted, calls follow the shape of the dose curve; as a rule, active = well fitted curve in the direction sought with a large enough effect; inconclusive = small, poorly fitted or top-dose-only effect, or another doubt; inactive = no such curve, though single readings can be large; an effect the other way counts as inactive or inconclusive. These rows are one share of the data. The share of hits here may be higher or lower than overall.

Order of results – USP2a inh, ERK AVP block, Fluorescein autfl, HADH2 inhib, Luciferase inh, Rhodamine fluor, Tau fil binding, Texas Red fluor, Caspase-7 inhib, Casp1 inh, HEK293 cAMP ctrl
CCC(=O)N1CCc2cc(S(=O)(=O)NCCC(=O)N3CCc4ccccc4C3)ccc21
    11%, ?, ?, -5%, ?, i, 11%, i, -1%, 0%, 2%
Cc1c(C(=O)Nc2ccc(N3CCOCC3)cc2)oc2ccccc12
    13%, -27%, i, 2%, 2.5µM*, i, 25µM*, i, -2%, -4%, -36%[inhibitor]
CCN(CC)C(=O)CN1CCN(c2ncccn2)CC1
    -2%, 4%, i, -6%, 2%, i, 1%, i, 1%, -1%, -5%
COc1ccc(N(C)S(=O)(=O)c2cccc(C(=O)NC3=NCCS3)c2)cc1
    15%, 10%, i, -7%, 3%, i, -3%, i, 1%, 0%, 14%
COc1cc(NC(=O)c2ccco2)c(OC)cc1NC(=O)CCC(=O)Nc1cccc(C)c1C
    28%, -12%, ?, 10%, 1%, i, 6%, i, -1%, 1%, 6%
Cc1cc(C(=O)Nc2nnc(C(F)(F)F)s2)no1
    -9%, 6%, i, -6%, 0%, i, -3%, i, -1%, 1%, 7%
O=C(Cn1c(=O)n(CC2CCCO2)c(=O)c2ccccc21)N1CCN(c2ccccc2)CC1 (configuration not stated)
    14%, -15%, ?, 6%, 1%, i, 18%, i, 0%, 1%, 16%
S=C1SCN(Cc2ccccn2)CN1Cc1ccco1
    15%, 0%, i, ?, -5%, i, 19%, i, -23%, -9%, 7%
O=C1CC(c2ccccc2)CN1C(=O)c1ccccc1 (configuration not stated)
    2%[7.66 µM], 10%, nt, -3%[11.4 µM], 0%, nt, -5%[11.4 µM], nt, 2%, -8%, 14%[11.4 µM]
COc1ccc(-c2nc3scc(-c4ccccc4)n3n2)cc1
    -2%, 5%, i, 1%, 4%, i, 6%, i, -1%, -1%, 20%
FC(F)Oc1cccc2cccnc12
    2%, 1%, i, -14%, 0%, i, -11%, i, 1%, 0%, -4%
O=C(CSc1nnc(CCc2nc3ccccc3[nH]2)n1-c1ccccc1)NCc1ccco1
    nt, -29%, i, 7%, 2%, i, 1%, i, 3%, 0%, 12%
NC(=O)CC12CC3CC(C1)CC(CC(N)=O)(C3)C2
    -6%, 6%, i, 7%, 2%, i, 2%, i, 5%, 1%, 4%
C#CCOC(=O)[C@H](N)CC(N)=O
    nt, 13%[11.5 µM], i, -2%[11.4 µM], 0%[11.4 µM], i, 2%[11.4 µM], i, 0%[11.5 µM], 1%[11.5 µM], 4%[11.4 µM]
CCOC(=O)Cc1csc(NC(=O)CSc2nnc(-c3ccc(F)cc3)o2)n1
    46%[activator], 8%, i, -9%, -2%, i, -5%, i, -1%, -2%, -1%
COc1ccc(OCCSc2nnnn2C2CCCCC2)cc1
    nt, 4%, i, -3%, nt, i, -10%, i, -1%, -3%, ?
CC(C)CCNC(=O)NC(=O)CSc1nnc(-c2ccccc2F)n1N
    -14%, -11%, ?, 6%, 4%, i, 8%, i, -1%, 1%, 12%
Cn1cccc1Cc1nnc(SCC(=O)Nc2ccc3c(c2)OCCO3)n1-c1ccc(F)cc1
    nt, -2%, nt, -28%, -1%, nt, 16%, nt, -6%, -2%, 4%
O=C(CN1C(=O)CSc2ccccc21)N1CCc2ccccc21
    25%, -20%, ?, 7%, 0%, i, 7%, ?, -3%, 1%, -1%
Cn1c(=O)n2n(c1=O)[C@H]1[C@H](O)[C@H]3O[C@H]3C(=O)[C@H]1CC2
    nt, 9%[11.5 µM], nt, ?, -1%[11.4 µM], nt, nt, nt, -7%[11.5 µM], 2%[11.5 µM], 0%[11.4 µM]
CCCn1c(=O)c2[nH]c(-c3ccc(OCC(=O)Nc4ccc(C#N)cc4)cc3)nc2n(CCC)c1=O
    4%, -15%, ?, 10%, -6%, i, -13%, i, 2%, 3%, 25%
CC(C(=O)NC1CCCC1)N(C(=O)c1snc(C(N)=O)c1N)c1ccc2c(c1)OCCO2 (configuration not stated)
    14%, -13%, i, 19%, 2%, i, -3%, i, 0%, -2%, 13%
Cc1ccc(S(=O)(=O)Nc2nc3ccc(S(=O)(=O)N4CCCC4)cc3s2)cc1
    26%, -18%, i, ?, 2%, i, -8%, ?, -4%, -2%, -7%
CCc1nnc(NC(=O)CC(=O)Nc2ccccc2C(=O)O)s1
    -1%, -11%, ?, -4%, -5%, i, 15%, i, 0%, -1%, 3%
Cc1cc(C(=O)NC(C)c2ccncc2)cs1 (configuration not stated)
    -3%, 5%, i, 1%, 3%, i, -1%, i, 0%, 0%, 1%
O=C(CSc1nnc(CNc2ccc(F)cc2)o1)N1CCCc2ccccc21
    8%, 8%, i, -9%, 4%, i, 3%, i, 1%, 0%, 18%
CCOC(=O)c1c(-c2ccccc2)oc2ccc(O)c(CN3CCOCC3)c12
    -3%, -28%, i, -7%, 0%, i, 4%, i, -3%, -2%, ?
O=[n+]1c2c(n([O-])c3c1CCC3)CCCC2
    -3%, 11%, ?, -8%, 2%, i, -13%, ?, 1%, -2%, 2%
CN(C)C(=O)N1CCC(C(=O)NCc2ccccc2Cl)CC1
    -5%, -12%, i, 3%, 4%, i, -12%, i, 0%, -1%, 6%
CC1CC(C)CN(C(=O)CSCC(=O)Nc2nc(-c3cccs3)cs2)C1 (configuration not stated)
    nt, nt, nt, ?, -1%, nt, -8%, nt, -3%, -7%, ?
Cc1csc(SCC(=O)NC(=O)NCc2ccccc2)n1
    -11%, 19%, ?, 13%, 5%, i, 4%, i, -1%, 1%, 14%
O=C(CN1C2=NCCN2c2ccccc21)c1ccc(Br)cc1
    -1%, -8%, i, -3%, 0%, i, 34%, i, 0%, 1%, 18%
CN(C)c1ccc(C(=C2C=CC(=[N+](C)C)C=C2)c2c(O)c(S(=O)(=O)O)cc3cc(S(=O)(=O)O)ccc23)cc1
    nt, ?, i, -3%[11.4 µM], 3.2µM*, i, 6%[11.4 µM], i, -3%[11.5 µM], -2%[11.5 µM], 4%[11.4 µM]
COc1ccc(C2CC(c3cccc(OC)c3OC)n3nnnc3N2)cc1 (configuration not stated)
    18%, ?, ?, 8%, -1%, i, -2%, i, 0%, 0%, 9%
COC(=O)C1(S(=O)(=O)c2ccc(C)cc2)CCOCC1
    5%, 4%, i, 4%, 2%, i, 8%, i, 5%, 0%, 1%
CCC/C(O)=C1\C(=O)CCCC1=NC(C)C(=O)O (configuration not stated)
    -2%, 15%, i, 6%, -8%, i, -15%, ?, -5%, -13%, 2%
CC(=O)N1CCC2(CCN(Cc3nccs3)CC2)CC1
    -2%, 4%, i, 4%, 1%[11.4 µM], i, 10%, i, 2%, -3%, ?
C(=C\c1ccccc1)/CN1CCN(c2ncnc3c2oc2ccccc23)CC1
    29%, -30%, i, 1%, 13µM*, i, 11%, i, -3%, -3%, 18%
c1ccc(CNc2ccnc(-c3ccoc3)n2)cc1
    34%[activator], -20%, i, 9%, 1%[2.29 µM], i, 3%, i, -11%, -9%, ?
NC(=O)CSc1nnc(-c2ccc(S(=O)(=O)N3CCOCC3)cc2)n1Cc1ccccc1
    0%, 8%, i, 2%, -4%, i, -3%, i, 7%, 4%, -1%
CC(C)(C)n1nc2c(c1NC(=O)c1ccc(S(=O)(=O)N3CCCC3)cc1)CS(=O)C2 (configuration not stated)
    4%, 15%, i, -5%, 0%, i, -5%, i, -1%, 2%, 9%
Cc1[nH]c(C)c(CN(C)C)c1CN(C)C
    nt, 42%[11.5 µM], ?, 7%[11.4 µM], -1%[11.4 µM], i, 0%[11.4 µM], i, -1%[11.5 µM], 0%[11.5 µM], 0%[11.4 µM]
O/C(=C\Sc1nnc(Cc2ccccc2)o1)c1ccc(Br)cc1
    9%, -3%, i, 12%, 2%, i, 67%, i, -3%, -2%, 4%
Cc1ccc(CN2C(=O)CCC2C(=O)NCCCN2CCCCC2C)cc1 (configuration not stated)
    1%, 28%, i, 0%, -1%, i, 2%, i, 0%, -2%, 3%
CCCCN(C(=O)c1ccc(Cl)cc1)C1CC2CCC(C1)N2C (configuration not stated)
    nt, -16%, nt, 4%, 4%, nt, 16µM*, nt, 1%, -1%, 10%
O=C(CN1CCN(C(=O)N2CCCCC2)CC1)Nc1ccc(F)cc1
    -5%, 7%, i, 13%, 0%, i, -7%, i, -1%, 1%, 2%
NS(=O)(=O)c1ccc(-n2nncc2C23CC4CC(CC(C4)C2)C3)cc1
    9%, 14%, i, 13%, -1%, i, 0%, ?, 0%, -2%, 8%
Cc1ccc2cc(CN(Cc3cccs3)Cc3nnnn3CC3CCCO3)c(=O)[nH]c2c1C (configuration not stated)
    134%[activator], 5%, ?, 2%, 0%, i, 19%, i, -2%, -1%, 25%
Cc1cccc(OCCCCc2c(C)n[nH]c2C)c1
    4%, -16%, nt, ?, -1%, nt, ?, nt, 1%, -1%, 14%
